# Screening results as filed in PubChem.
# Yeast superoxide – reduction of superoxide in aged yeast, primary screen, HTS; actives 0.18% (n = 330,000); superoxide response (% of plate mean), % at 10 µM; S. cerevisiae aged cells, superoxide DHE fluorescence; stronger effect = lower value;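 active = superoxide response under a set limit, about three screen SD below normal, cut at about 65% in these data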;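 note: yeast aged for seven days with compound at 30 °C before DHE staining; 100% = average MFI of all compound-treated wells on the plate with controls excluded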
# PP1 inh – PP1-alpha phosphatase inhibitors, primary screen, counter-screen for PP5 inhibitor project, biochemical, fluorescence, OMFP substrate, single point; Serine/threonine-protein phosphatase PP1-alpha catalytic subunit (Homo sapiens), P62136; purified PP1alpha; inhibition, % at 6.7 µM; actives 0.9% (n = 320,000);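 active = inhibition above the mean inhibition of all tested compounds plus 3 SD, computed separately for each screening campaign, cut at about 15% in these data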
# Target sequence (P62136 whole entry, looked up): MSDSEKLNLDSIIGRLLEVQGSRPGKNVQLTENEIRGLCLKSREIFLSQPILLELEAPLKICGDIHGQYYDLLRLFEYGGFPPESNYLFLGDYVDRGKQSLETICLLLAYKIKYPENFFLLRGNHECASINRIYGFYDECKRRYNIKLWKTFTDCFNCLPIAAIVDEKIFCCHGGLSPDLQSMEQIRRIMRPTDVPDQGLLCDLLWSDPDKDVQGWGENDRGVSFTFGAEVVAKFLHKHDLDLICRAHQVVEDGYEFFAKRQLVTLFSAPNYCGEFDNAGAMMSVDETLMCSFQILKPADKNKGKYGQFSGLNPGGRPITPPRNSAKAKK
# core dimer inh – inhibitors of HCV core protein dimerization, primary screen, biochemical, TR-FRET, high-throughput; TR-FRET GST/Flag-core106 dimerization, 1536-well; inhibition, % at 5 µM; actives 0.33% (n = 300,000); AID 1899, 2009;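 active = inhibition above the mean of all tested compounds plus 3 SD, set per screening campaign, cut at about 45% in these data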
#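 System: GST-tagged and Flag-tagged HCV core protein residues 1-106 / Input: core106 proteins, GST 13.5 nM and Flag 17 nM / Buffer or medium: KF-containing HEPES buffer, pH 7.45, DTT, CHAPS, BSA / Probe or stimulus: Eu-anti-GST and XL665-anti-Flag labelled anti-tag antibodies / Schedule: 4 h, 22.5 °C incubation / Technique: TR-FRET 671 and 617 nm emission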
# ZTA counter – blocks Epstein-Barr virus ZTA, an EBNA-1 counter-screen. P03206. ZTA-DNA binding, fluorescence polarization. inhibition, % at 11 µM. actives 0.15% (n = 320,000). AID 2234; in the data active = inhibition above about 33%
# Target sequence (P03206 whole entry, looked up): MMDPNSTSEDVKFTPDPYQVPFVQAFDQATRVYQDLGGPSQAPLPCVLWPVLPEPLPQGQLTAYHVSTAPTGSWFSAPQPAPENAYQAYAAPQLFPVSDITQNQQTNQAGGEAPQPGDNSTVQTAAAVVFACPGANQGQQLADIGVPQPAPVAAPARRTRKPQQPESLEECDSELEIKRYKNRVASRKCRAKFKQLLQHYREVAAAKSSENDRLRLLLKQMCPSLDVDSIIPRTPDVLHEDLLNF
# EBNA-1 inhibitor – EBNA-1 DNA-binding inhibitors, primary screen, biochemical, fluorescence polarization | actives 0.34% (n = 300,000) | inhibition, % at 14.8 µM; in the data active = inhibition above about 28%
# PP5 inh – PP5 phosphatase inhibitors, primary screen, biochemical, fluorescence. AID 1987, 2009. inhibition, % at 6.7 µM. Serine/threonine-protein phosphatase 5 (Homo sapiens), P53041. actives 0.18% (n = 320,000). purified PP5c, OMFP substrate fluorescence;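 active = inhibition above the campaign's mean inhibition across all tested compounds plus 3 SD, cut at about 9.5% in these data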;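 note: 0% = DMSO only and 100% = 100 µM cantharidin control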
# Target sequence (P53041 whole entry, looked up): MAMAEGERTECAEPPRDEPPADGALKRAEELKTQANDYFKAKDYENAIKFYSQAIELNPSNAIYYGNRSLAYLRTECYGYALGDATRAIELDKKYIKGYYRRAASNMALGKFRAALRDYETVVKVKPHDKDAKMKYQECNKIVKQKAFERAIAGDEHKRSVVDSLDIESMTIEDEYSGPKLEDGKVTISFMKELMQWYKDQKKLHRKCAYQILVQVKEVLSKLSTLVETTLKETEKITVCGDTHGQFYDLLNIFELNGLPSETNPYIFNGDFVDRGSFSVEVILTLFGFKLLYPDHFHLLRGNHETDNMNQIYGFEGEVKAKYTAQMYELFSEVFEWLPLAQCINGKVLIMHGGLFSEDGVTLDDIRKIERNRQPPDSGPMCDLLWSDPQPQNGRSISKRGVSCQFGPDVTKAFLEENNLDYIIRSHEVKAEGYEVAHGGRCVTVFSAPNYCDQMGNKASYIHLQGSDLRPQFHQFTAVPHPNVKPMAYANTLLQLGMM
# Fh CTSL1 inh – Fasciola hepatica cathepsin L1 inhibitors, primary screen, counter-screen for PFM18AAP inhibitor project, biochemical, QFRET, fluorogenic peptide substrate; actives 0.49% (n = 300,000); recombinant F. hepatica cathepsin L1, Z-Leu-Arg-MCA fluorescence; inhibition, % at 5.96 µM;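 active = inhibition above the mean of all tested compounds plus 3 SD, set per screening campaign, cut at about 17% in these data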;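 note: 0% = plate median of test compound wells and 100% = 1 µM Z-Phe-Ala-diazomethylketone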
# TPT1 inhibitor – Candida albicans TPT1 enzyme inhibitors, primary screen, biochemical, fluorescence polarization; actives 0.81% (n = 300,000); inhibition, % at 5 µM; recombinant caTPT1, FP RNA substrate dephosphorylation; tRNA 2'-phosphotransferase TPT1 (Candida albicans SC5314);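 active = inhibition above the mean of all tested compounds plus 3 SD, set per screening campaign, cut at about 24% in these data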;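 note: plate controls were DMSO alone for no effect and ferristatin control at 100 nM for full effect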
# GASC-1 inh – inhibitors of GASC-1 histone demethylase, primary screen, biochemical, fluorescence, DELFIA europium | actives 0.069% (n = 330,000) | GST-JMJD2C(1-420) H3K9me3 demethylation | inhibition, % at 2.35 µM | Lysine-specific demethylase 4C (Homo sapiens), Q9H3R0;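 active = more than half of a compound's replicate wells show inhibition beyond 50%, single wells judged on their own value; inconclusive = some, but no more than half, of replicates pass 50% inhibition; inactive = no replicate passes 50% inhibition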;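 note: signal counts dimethyl H3K9 product captured on neutravidin plate; 0% = median of DMSO wells and 100% = 0.3 times that DMSO median; strong numbers were not always called active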
# An asterisk follows results filed as active; ? = inconclusive; . = no result given.
SMILES,Yeast superoxide,PP1 inh,core dimer inh,ZTA counter,EBNA-1 inhibitor,PP5 inh,Fh CTSL1 inh,TPT1 inhibitor,GASC-1 inh
COc1ccc2c(c1)c(C(=O)OCCN(C)C)c(C)n2C,106.6,3.2,1.1,5.3,-4.2,-1.8,0.1,-0.9,-23.9
S=c1[nH]nc(-c2ccc(Br)cc2)n1-c1ccc2c(c1)OCCO2,95.6,-2.9,0.9,-13.4,11.2,3.6,3.3,-0.4,2.1
Cc1cc(OC(C)C(=O)N/N=C/CC(C)c2ccccc2)ccc1Cl (stereo not drawn),92.7,3.4,2.9,-26.1,-1.7,4.7,3.7,-6.1,-2.0
COc1ccc(-c2nn3c(-c4ccccn4)nnc3s2)cc1OC,110.0,10.7,3.9,7.2,-0.8,2.4,1.5,2.6,-23.4
O=C(CN1C(=O)COc2ccccc21)NCc1ccc(C(=O)O)cc1,100.7,-0.9,-3.4,-1.2,1.3,-0.4,0.7,0.0,11.4
NS(=O)(=O)c1ccc2nc(NC(=O)Nc3ccccc3F)sc2c1,97.8,-0.3,-2.9,6.1,5.2,1.0,0.0,-1.6,9.1
CCOC(=O)c1nc(C)n(-c2cc(Cl)ccc2Cl)n1,111.0,-3.8,1.9,-6.8,-5.2,1.6,0.9,3.1,37.8
CC1CCCN(c2nc3c(c(=O)n(C)c(=O)n3C)n2Cc2ccccc2)C1 (stereo not drawn),98.6,0.8,7.4,-2.1,8.4,-1.5,0.2,-5.0,11.9
CC(=O)c1cccc(NC(=O)C2CCN(S(=O)(=O)c3ccccc3)CC2)c1,82.4,-1.0,0.0,3.4,-1.1,1.0,-2.1,-2.0,7.3
CC(C)(CNC(=O)c1ccc(S(=O)(=O)N2CCCC2)cc1)N1CCOCC1,94.6,-2.8,2.5,13.7,-0.3,-0.4,-0.8,-3.7,2.6
O=C(Nc1ccccc1-c1ccccc1)C(=O)Nc1ccccc1-c1ccccc1,111.2,-0.1,-11.2,-18.2,0.5,-0.4,-1.8,-0.6,-3.8
CN(C)/C=N/N(C)c1ncccc1[N+](=O)[O-],93.2,1.2,-4.0,1.9,0.8,2.9,-1.1,-1.8,11.4
CCC(=O)c1cc(F)c(N2CCN(S(=O)(=O)c3ccc(C)cc3)CC2)cc1C,88.8,1.0,8.7,0.5,-1.9,2.2,-1.2,-3.4,1.9
COc1ccc(C(=O)Nc2ccc(S(=O)(=O)N3CCN(C)CC3)cc2)cc1,86.3,-0.7,13.7,8.5,10.3,2.5,1.6,-1.0,12.3
CC1CCN(S(=O)(=O)c2ccc3nc(N4CCN(c5ccccc5)CC4)ccc3c2)CC1,135.2,-4.4,1.6,-3.0,12.4,0.5,-4.2,-1.9,4.4
COCCCNC(=O)Nc1ccc(Br)cc1Cl,109.5,3.1,-3.5,-5.6,3.2,0.7,-3.7,2.7,-13.0
CC(=O)Nc1ccc(OCC(=O)NCc2ccccc2)cc1,96.4,-0.8,-10.3,-0.8,9.4,-1.5,2.9,-1.4,8.8
CC(NC(=O)CN1CCN(CC(=O)Nc2ccccc2Cl)CC1)c1ccc(Br)cc1 (stereo not drawn),96.7,-1.8,.,-8.3,.,0.5,.,.,.
COc1ccc(C(=O)Nc2c(Cl)cc(Cl)cc2C(=O)NCCN2CCOCC2)cc1,103.2,-2.4,5.2,10.4,5.7,-0.6,0.3,-0.6,-0.8
CCOC(=O)[C@H]1[C@H]2COc3cc(OC)ccc3[C@@H]2N2C(=O)c3cc(F)ccc3NC(=O)[C@@]12C,99.8,4.0,18.2,12.0,7.6,1.9,3.0,-0.7,4.8
Cc1ccc(S(=O)(=O)N(C)C)cc1NC(=O)CSc1nnnn1-c1ccc(O)cc1,100.7,-1.9,0.3,-2.1,1.0,-0.2,1.2,-2.7,-5.5
O=C(c1sc2cccc(F)c2c1Cl)N1CCN(c2ncccn2)CC1,104.8,-1.3,-2.1,1.9,-6.8,3.3,0.0,-3.5,-5.8
O=C(O)c1cccc(O)c1O,101.2,-1.6,4.6,-11.6,-6.9,-0.6,-1.4,-2.6,3.2
CCn1c(SCC(=O)NC(C)(C)C)nnc1-c1ccncc1,95.0,7.1,-4.3,0.6,-5.2,-0.6,4.2,2.8,-5.1
O=C(Nc1ccccc1Cl)N1CCCN(c2nc(-c3ccccc3)ns2)CC1,108.3,-1.0,2.6,12.3,11.2,2.6,-1.6,0.4,9.1

# Entries of single compounds from above:
# Record of `CCn1c(SCC(=O)NC(C)(C)C)nnc1-c1ccncc1` → Yeast superoxide = 95.0; PP1 inh = 7.1; core dimer inh = -4.3; ZTA counter = 0.6; EBNA-1 inhibitor = -5.2; PP5 inh = -0.6; Fh CTSL1 inh = 4.2; TPT1 inhibitor = 2.8; GASC-1 inh = -5.1
# Record of `COc1ccc2c(c1)c(C(=O)OCCN(C)C)c(C)n2C` → Yeast superoxide = 106.6; PP1 inh = 3.2; core dimer inh = 1.1; ZTA counter = 5.3; EBNA-1 inhibitor = -4.2; PP5 inh = -1.8; Fh CTSL1 inh = 0.1; TPT1 inhibitor = -0.9; GASC-1 inh = -23.9

# Next section.
SMILES,Yeast superoxide,PP1 inh,core dimer inh,ZTA counter,EBNA-1 inhibitor,PP5 inh,Fh CTSL1 inh,TPT1 inhibitor,GASC-1 inh
Cc1noc(C)c1S(=O)(=O)N(CC(=O)NC(C)c1ccccc1)c1ccc(C(C)C)cc1 (stereo not drawn),123.0,1.1,3.1,-1.2,-0.3,3.7,3.9,-1.6,?
Nc1ccccc1-c1nc2ccccc2[nH]1,115.6,0.7,0.9,12.4,-19.1,5.7,-4.0,-1.0,-20.0
O=C(/C=C/c1ccco1)c1ccc(O)cc1,78.5,-0.3,4.1,2.6,0.6,1.1,1.8,2.1,-2.6
CCN1C(=O)N[C@@H](c2cccc(C(F)(F)F)c2)[C@@H](C(=O)OC)[C@H]1C,96.0,1.0,-8.4,-9.2,1.1,0.6,2.2,-1.9,-16.8
CC1CN(S(=O)(=O)c2ccc(CN3C(=O)c4cccnc4C3=O)s2)c2ccccc2O1 (stereo not drawn),109.8,-6.6,-4.6,1.0,-24.4,-4.8,0.6,1.4,0.6
Cc1ccc(NCc2nc3ccccc3n2CCOc2ccccc2)cc1,97.9,7.4,6.9,-7.7,-1.1,1.3,-4.3,-0.6,3.6
O=C(CN1C(=O)NC2(CCc3ccccc32)C1=O)c1ccc(Br)s1 (stereo not drawn),101.5,2.3,.,-7.7,.,1.4,.,.,-1.0
CCNc1ccc(S(=O)(=O)N(C)C)cc1NCC(=O)Nc1ccccc1Cl,92.8,-5.6,3.9,-8.2,2.3,1.1,0.2,7.9,-2.6
COCC(=O)Nc1ncc(S(=O)(=O)c2ccc([N+](=O)[O-])cc2)s1,110.4,-1.8,-2.0,-4.4,1.9,1.5,-0.5,0.4,-0.8
COCCCNC(=O)C12CCC(C)(C(=O)C1)C2(C)C (stereo not drawn),101.3,-6.6,8.8,-11.1,6.3,-3.2,3.6,-5.2,2.3
CN(C)/N=C/c1ccc(OS(=O)(=O)c2ccccc2)cc1,107.6,-2.8,2.9,12.0,6.9,-1.8,-3.8,1.9,-1.6
CCOc1cc(-c2nc(-c3ccccc3)c(-c3cc([N+](=O)[O-])ccc3C)[nH]2)ccc1O,98.7,-1.4,-2.7,-15.2,-8.7,6.3,1.1,-0.3,-6.4
CCOC(=O)C1Nc2c(F)cc(C)cc2C2C=CCC12 (stereo not drawn),88.7,9.1,35.6,-3.0,5.6,2.3,-1.9,-3.0,12.4
CCOC(=O)C1(CCc2ccccc2)CCN(C(=O)C2CCCO2)CC1 (stereo not drawn),104.8,-3.0,2.3,0.8,-1.1,3.1,-2.0,-0.8,5.0
O=C(Nc1ccc(S(=O)(=O)N2CCOCC2)cc1)c1cccs1,93.2,-0.5,2.5,-25.2,-7.1,1.4,1.3,-2.8,-1.9
CC1=C(C(=O)OCc2ccccc2)C(c2ccccc2Cl)NC(=O)N1CCCC(=O)O (stereo not drawn),96.6,-0.9,2.9,-18.8,6.1,2.4,-2.2,-1.3,-18.9
COc1cc2c(cc1OC)CN(C(=O)C1CCC(=O)N(CCCN3CCOCC3)C1)CC2 (stereo not drawn),84.1,-0.2,0.2,1.4,-0.7,-1.1,-2.8,1.0,-9.1
COc1cc(Br)c(C(C)NC(=O)c2ccccc2)cc1OC (stereo not drawn),97.3,-2.1,-0.7,1.5,2.9,-1.3,-0.8,3.3,-0.8
CC(=O)c1cccc(N=Cc2c(O)ccc3ccccc23)c1,95.8,-3.3,10.6,2.6,7.3,0.9,-0.6,1.2,-4.5
COCCNC(=O)CN1C(=O)NC2(CCCc3cc(OC)ccc32)C1=O (stereo not drawn),90.8,0.4,-0.2,11.8,11.0,0.9,-5.9,-1.4,3.5
Cc1ccccc1CN(C)C(=O)[C@H](Cc1ccccc1)NC(=O)c1ccco1,89.6,-3.1,.,0.7,.,-1.6,.,.,2.7
CCN(C(=O)COC(=O)c1cc(-c2cccc3ccccc23)nc2ccccc12)C1CCS(=O)(=O)C1 (stereo not drawn),126.2,4.4,6.2,13.4,1.4,4.5,-19.2,-11.5,33.3
CCc1ccc(CNC(=O)C2CCC(=O)N2C2CCCCC2)cc1 (stereo not drawn),99.4,-3.8,-2.3,-9.5,6.5,-0.7,-0.7,-2.7,-7.8
C/C=C\C(=O)Nc1cccc(C2=NOC3(C2)C[C@@H](C(N)=O)N(C(=O)c2ccc(OC)cc2)C3)c1 (stereo partly drawn),100.8,-2.5,2.2,-5.3,3.5,0.5,-6.7,-3.4,-3.0
CCn1c(Cc2ccccc2)nnc1SCC(=O)NC1CCCC1,84.1,-1.5,12.2,4.7,10.4,0.2,-1.5,2.5,-0.5

# (cont.)
SMILES,Yeast superoxide,PP1 inh,core dimer inh,ZTA counter,EBNA-1 inhibitor,PP5 inh,Fh CTSL1 inh,TPT1 inhibitor,GASC-1 inh
CNc1nnc(-c2cc3cc(Cl)ccc3oc2=O)s1,110.6,6.4,16.0,17.3,14.1,0.2,1.0,10.0,-3.8
COc1cc(CO)c(Br)cc1OCC(N)=O,94.6,-9.3,-2.4,3.4,-16.3,0.8,1.6,-0.2,-21.5
CC1CN(C(=O)c2ccc(COc3ccccc3Cl)o2)CC(C)O1 (stereo not drawn),94.5,2.9,-4.0,3.3,-6.1,0.0,1.6,1.2,1.9
O=C1CCN(S(=O)(=O)c2ccc(Cl)cc2)N1,98.9,-1.6,-3.3,-16.0,-10.8,0.3,-1.1,0.6,-1.5
N#Cc1c(N)n(Cc2ccccc2)c(=O)c2cc([N+](=O)[O-])ccc12,111.7,-0.5,4.4,-8.3,1.6,0.1,-0.3,1.4,11.3
O=C(COC(=O)c1ccc(F)c(S(=O)(=O)N2CCOCC2)c1)NCc1ccco1,96.0,-2.1,5.7,3.6,-3.2,-0.6,-5.9,-2.7,1.8
CCOc1ccc(NC2CCN(C(C)=O)CC2)cc1,73.3,6.5,-17.9,-7.5,-5.5,3.3,5.8,-2.6,2.8
CCOc1ccc(NC(=O)c2cnsn2)cc1,106.9,4.2,0.8,-32.6,-3.9,1.8,9.4,-1.8,3.2
